# Screening results as filed in PubChem.
# ER stress rescue: rescue of cells from ER stress-induced death, primary screen, 384-well, CSM14.1, thapsigargin, ATP luminescence (AID 1222); CSM14.1 thapsigargin-induced death rescue, ATP luminescence; higher % means a stronger effect; one-dose cellular ATP content (survival), % at 20 µM; EC50 in µM for titrated hits; 190,000 tested, under 10 active;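 active means EC50 below 50 µM in the dose-response confirmation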;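 further: death triggered by thapsigargin at about 15 µM added after 2 h compound pretreatment; cell ATP read after overnight thapsigargin exposure of roughly 18 to 22 hours; normalized against plate controls of thapsigargin alone and 5% DMSO vehicle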
# P. falciparum M17LAP: P. falciparum M17LAP inhibitors, primary screen, biochemical, fluorogenic H-Leu-NHMec substrate, 1536-well (AID 1619). recombinant M17LAP, H-Leu-NHMec fluorogenic kinetic assay; higher % means a stronger effect. Leucine aminopeptidase (Plasmodium falciparum (isolate 3D7)). 220,000 tested, 0.38% active. inhibition, % at 30 µM; hits with a dose series show IC50 in µM;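 active means compound inhibiting the enzyme by more than half at any dose during confirmatory dose-response retesting; inconclusive means strong single-dose inhibitors picked by rank but not retested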;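 further: plate controls were full reaction with DMSO carrier for no effect and no enzyme background for full effect; strong numbers were not always called active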
# TNAP activators: human TNAP enzyme activators, primary screen, biochemical, luminescent, no phosphate acceptor, uHTS (AID 1001). Alkaline phosphatase, tissue-nonspecific isozyme (Homo sapiens). purified TNAP, luminescent activation assay, no phosphate acceptor; higher activation fold means a stronger effect. one-dose activation fold at 20 µM; EC50 in µM for titrated hits. 200,000 tested, 0.03% active; in the data active means activation fold from about 3, or a potency from the dose series; inactive means the rest, 99 in 100 with activation fold below about 1.6; further: many of its hits are not listed in these tables
# PMI inhibition: human PMI inhibitors, high substrate, primary screen, biochemical, fluorescence intensity, high mannose 6-phosphate (AID 1220); Mannose-6-phosphate isomerase (Homo sapiens); recombinant PMI enzyme, coupled fluorescence intensity; higher % means a stronger effect; inhibition, % at 20 µM; hits with a dose series show IC50 in µM; 190,000 tested, 0.66% active
# Myeloid diff 2: induction of myeloid progenitor differentiation, primary screen, cell-based, flow cytometry, MLPCN library. calls only at 10 µM. 360,000 tested, 1% active. ER-HoxA9 myeloid progenitors, lysozyme-GFP differentiation;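 active means normalized GFP-positive differentiation at or above the plate's own cutoff, the solvent-only control mean plus 3 SD; inconclusive means no clear call, values can overlap the other calls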;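 further: cells exposed to compound for four days before flow analysis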
# LYP phosphatase: inhibitors of LYP phosphatase, biochemical, fluorescence intensity, uHTS (AID 1779) | Tyrosine-protein phosphatase non-receptor type 22 (Homo sapiens) | recombinant LYP phosphatase, fluorescence intensity; higher % means a stronger effect | one-dose inhibition, % at 11.5 µM; IC50 in µM for titrated hits | 290,000 tested, 0.054% active;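 further: plate controls were vehicle with enzyme for no effect and no enzyme for full effect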
# XIAP displacement: XIAP antagonists, biochemical, IAP family, fluorescence polarization (AID 1018) | XIAP BIR domain, fluorescence polarization peptide displacement; higher % means a stronger effect | displacement, % at 20 µM, or IC50 in µM where a hit was titrated | 200,000 tested, 0.007% active; in the data active means displacement above about 50%; further: a part of the inactive calls stands beside numbers as strong as those of hits
# P. falciparum M1AAP: P. falciparum M1AAP inhibitors, biochemical, fluorogenic H-Leu-NHMec substrate, 1536-well (AID 1445) | recombinant M1AAP, H-Leu-NHMec fluorogenic kinetic assay; higher % means a stronger effect | 220,000 tested, 0.42% active | one-dose inhibition, % at 30 µM; IC50 in µM for titrated hits | Aminopeptidase N (Plasmodium falciparum (isolate 3D7));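 active means primary inhibition above the hit cutoff, then over 50% inhibition at one or more dose response concentrations, cut at about 23% in these data, passing the limit was not always enough; inconclusive means conflicting primary data, or primary hits not chosen for dose response; inactive means low primary inhibition, or under 50% at every dose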;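 further: plate controls were DMSO full reaction for no effect and no enzyme background for full effect; strong numbers were not always called active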
# human PMI inhibition: inhibitors of human PMI, primary screen, biochemical, fluorescence intensity, coupled assay (AID 1209). Mannose-6-phosphate isomerase (Homo sapiens). purified PMI enzyme, coupled fluorescence intensity; higher % means a stronger effect. one-dose inhibition, % at 20 µM; IC50 in µM for titrated hits. 190,000 tested, 0.42% active;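 further: plate controls were DMSO vehicle for no effect and wells lacking substrate for full effect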
# Myeloid diff 2 GFP+ MAC1+ %: also measured in Myeloid diff 2; calls as there; GFP+ MAC1+ double positive, %; measured here: differentiation confirmed by MAC1 staining
# Numbers without * were called inactive; i = inactive; ? = inconclusive; / = not tested or not shown; + = active, no number. Unless noted, no stated cut-off is given here; in the data, active means inhibition above about 50%; inactive means the rest.
compound	ER stress rescue	P. falciparum M17LAP	TNAP activators	PMI inhibition	Myeloid diff 2	Myeloid diff 2 GFP+ MAC1+ %	LYP phosphatase	XIAP displacement	P. falciparum M1AAP	human PMI inhibition
COCCCNC(=O)c1ccc(Cn2c(=O)c3ccccc3n(Cc3ccccc3C#N)c2=O)cc1	-0.2%	5.9%	1.1	-4.0%	+	10.4*	-7.6%	-7.8%	1.0%	2.7%
O=C1CC(c2ccc(S(=O)(=O)NCc3ccccc3)cc2)CN1 (stereo not drawn)	-1.2%	-3.2%	0.9	-2.5%	i	2.0	2.8%	-7.1%	3.1%	-13.3%
C=CCc1cccc(/C=N/NC(=O)CNc2cccc3ccccc23)c1O	-1.5%	-9.5%	1.6	55.2%*	i	0.1	-0.7%	-6.7%	8.9%	36.5%
Cn1c(=O)c(C(=O)COC(=O)c2cc(C(F)(F)F)nc3c(C(F)(F)F)cccc23)c(N)n(CC2CC2)c1=O	-0.8%	-10.2%	1	4.5%	/	/	-2.6%	-13.9%	-5.7%	-0.4%
O=S(=O)(c1ccc(N2CCN(Cc3ccc4c(c3)OCO4)CC2)nc1)N1CCOCC1	-0.7%	3.7%	1	1.3%	/	/	-4.3%	-2.3%	3.3%	0.7%
CC(C)c1nc(SCC(=O)c2ccccc2)c2c(=O)n(C)c(=O)n(C)c2n1	/	3.0%	1.1	6.4%	i	1.6	5.2%	-2.8%	7.9%	5.8%
CS(=O)(=O)c1ccc(C(=O)NCC2(N3CCCCC3)CCCCC2)cc1	-2.0%	-4.7%	1.1	-2.2%	i	0.5	-1.0%	-4.6%	7.4%	-5.1%
Cc1ccc(C)c2c(SC(C)C(=O)NCc3ccco3)nc(-c3ccccc3)nc12 (stereo not drawn)	-1.9%	6.8%	1	14.0%	i	1.0	0.6%	-10.9%	-3.0%	11.0%
CN(C)S(=O)(=O)c1cccc(NC(=O)c2cnccn2)c1	-1.1%	-1.9%	1	-8.5%	/	/	-0.7%	-11.5%	6.2%	-7.0%
CC(C)C(c1nnnn1CC1CCCO1)N1CCN(C2CCCC2)CC1 (stereo not drawn)	-1.0%	8.5%	1.1	-1.2%	i	1.1	-7.0%	1.2%	-2.6%	-2.7%
O=C1CCC/C1=C\c1ccccc1	-0.7%	2.9%	1.1	-5.1%	i	0.5	3.4%	-1.2%	5.9%	-15.0%
O=C(O)c1ccc(N2CCCCC2)cc1	-1.1%	-3.8%	1.1	-4.4%	i	0.8	-8.7%	-0.6%	-7.6%	-1.0%
COC(=O)C1=NN(C(C)=O)C2(CC(=O)N(c3cc(C)cc(C)c3)C2=O)C1 (stereo not drawn)	-0.1%	11.0%	1	-10.2%	i	1.3	-6.1%	0.1%	13.6%	-12.3%
N#C/C(=C(/O)COC(=O)CCCNC(=O)c1ccc(Cl)cc1)c1nc2ccccc2[nH]1	-0.7%	-9.3%	1	36.1%	i	0.8	-1.5%	-4.5%	1.1%	9.4%
Cc1n[nH]c(C)c1N1C(=O)c2cccc3cc(Br)cc(c23)C1=O	1.6%	3.8%	1.1	13.9%	i	0.9	-7.0%	0.3%	7.8%	13.4%
COc1ccc(C(=O)C2CCCN(Cc3cnc(N4CCOCC4)s3)C2)cc1F (stereo not drawn)	/	3.3%	/	/	i	0.0	-2.8%	/	4.6%	/
CCOC(=O)c1cc2c(=O)n3ccccc3nc2n(CCOC)c1=NC(=O)c1c(-c2c(F)cccc2Cl)noc1C	0.3%	-19.4%	1	5.7%	i	0.0	-0.5%	-19.9%	-10.0%	-4.9%
CCOC(=O)c1cc(-c2cccc([N+](=O)[O-])c2)on1	-1.0%	1.6%	1.1	6.3%	i	0.3	-4.6%	-1.3%	8.0%	10.7%
Cc1cccc(/C=N\NC(=O)c2sccc2-n2cccc2)c1	-0.6%	5.6%	1.1	8.6%	i	1.2	-1.0%	-3.2%	3.2%	14.2%
Cc1cc(C)c(NC(=O)CS(=O)CC(=O)N2CCN(c3ccccc3)CC2)c(C)c1 (stereo not drawn)	0.5%	2.8%	1	-11.5%	i	1.1	-1.8%	-4.6%	2.9%	-10.2%
CNC(=O)/C(C#N)=C/c1ccc(-c2ccccc2[N+](=O)[O-])o1	0.5%	7.0%	1	61.0%*	i	0.0	-3.8%	-1.9%	4.9%	25.9%
CCCn1c(SCC(=O)NC(C)c2ccccc2)n[nH]c1=O (stereo not drawn)	/	18.8%	1.1	-2.9%	i	0.7	-3.4%	-8.5%	1.5%	-3.9%
CC(C)c1nnc(NC(=O)C2c3ccccc3Oc3ccccc32)s1	4.5%	6.5%	1.1	9.5%	/	/	-1.2%	-4.5%	7.7%	21.5%
O=C(Nc1ccccc1)c1c(F)c(F)c(F)c(F)c1F	2.4%	-3.0%	1.1	-2.4%	i	0.6	-2.0%	-8.5%	2.6%	-0.6%
O=C(N/N=C1\CCSC1)c1cc(Cl)ccc1O	-1.1%	0.6%	1	-21.9%	i	0.3	-6.7%	-2.6%	17.1%	-14.8%
CC(C)CCOc1ccc(/C=C2\CCn3c2nc2cc(C(=O)O)ccc2c3=O)cc1	1.2%	0.6%	1	3.6%	i	0.0	8.2%	-6.3%	?	3.0%
CCOC(=O)C1=C(CSc2nc3ccccc3s2)NC(=O)NC1c1cccc([N+](=O)[O-])c1 (stereo not drawn)	-1.9%	12.7%	1.1	15.2%	i	7.7	7.0%	-3.8%	0.5%	23.1%
CC(=O)Nc1nc(C=C(Cl)Cl)cs1	-0.8%	3.6%	1.1	-37.3%	i	1.3	-6.2%	1.1%	0.9%	-17.6%
O=C(CCCC1=NS(=O)(=O)c2ccccc2N1)N1CCN(c2ccccc2)CC1	-0.2%	-7.0%	1.1	-2.4%	i	1.1	-5.2%	-4.9%	8.5%	-0.1%
O=C(NCC1CCCO1)c1ccccc1 (stereo not drawn)	-2.1%	-0.4%	1.1	10.8%	i	1.2	-1.1%	-6.3%	15.4%	11.6%
O=C(CNC(=S)N(Cc1ccccc1F)C1CCCCC1)NC1CC1	-0.9%	-2.9%	1	7.2%	i	5.6	-4.8%	-25.7%	13.3%	12.7%
N#CCC(=N)N1CCN(c2cccc(Cl)c2)CC1	-3.0%	-6.1%	1.2	6.2%	i	0.8	10.1%	-1.9%	-4.1%	7.3%
CCn1c(SCC(=O)NNC(=O)c2ccc(OC)cc2)nnc1-c1ccco1	1.9%	8.1%	2.1	/	i	0.3	-5.7%	-6.0%	0.7%	/
O=C(O)CCc1nn2cnc3sc4c(c3c2nc1=O)CCCC4	0.3%	24.4%	1.1	-2.8%	i	6.0	-3.7%	4.0%	-3.1%	-0.8%
CCC12CN(C(=O)c3ccc([N+](=O)[O-])cc3)CC(CC)(CN(C(=O)c3ccc([N+](=O)[O-])cc3)C1)C2=O	/	-0.7%	/	/	i	0.5	-9.9%	/	1.4%	/
O=C(Cc1ccccc1)Nc1ccc(NC(=O)C2CCCCC2)nc1	0.5%	14.3%	1.1	/	i	0.1	-3.7%	-0.3%	-3.0%	/
OCCn1c(-c2ccc(F)cc2)csc1=Nc1ccccc1	-0.2%	4.0%	1.1	-12.5%	i	0.1	-1.5%	-0.5%	6.6%	-9.8%
COC(=O)C1=C(O)/C(=C\c2sccc2C)N=C1C	-4.0%	27.3%	1	7.1%	i	0.8	-4.4%	-8.1%	3.8%	7.5%
O=C(NCCCn1ccnc1)Nc1cccc2ccccc12	0.2%	5.8%	1.2	-2.3%	i	0.8	-3.8%	-6.0%	7.5%	2.7%
COc1ccc(-c2cc(C(=O)OC3CCOC3=O)c3ccccc3n2)cc1OC (stereo not drawn)	-1.7%	0.0%	1.2	-6.2%	i	1.0	-4.8%	5.9%	-2.5%	-4.8%
O=C(O)c1ccc(-c2ccccn2)s1	0.4%	-3.2%	1.2	-8.5%	i	0.3	0.9%	-2.7%	0.4%	-11.5%
Cn1c(C2CCCN2C(=O)OC(C)(C)C)n[nH]c1=S (stereo not drawn)	-0.7%	-2.2%	1	3.6%	i	0.5	-9.4%	-19.4%	1.6%	-3.4%
Cc1nn(CC(=O)NCc2ccccc2)c(=O)c2ccccc12	-1.9%	-4.5%	1.1	7.3%	i	2.0	-6.3%	-8.3%	-0.4%	5.6%
Cn1c(CNS(=O)(=O)c2ccc(Cl)cc2)n[nH]c1=S	2.9%	-2.9%	0.8	-4.5%	i	1.4	-1.2%	-1.6%	0.6%	-1.9%
Nc1cc2c(cc1[N+](=O)[O-])OCCOCCOCCO2	-1.2%	28.2%	1	19.7%	i	0.4	-9.9%	3.1%	5.1%	14.2%
CCc1ccc(-c2nc(CSCC(=O)N3CCN(c4ncccn4)CC3)c(C)o2)cc1	2.0%	-7.7%	1.1	18.0%	?	/	-0.4%	43.1%	0.2%	20.9%
CC(=O)Nc1ccc(S(=O)(=O)NCCSCc2cccc(Cl)c2)cc1	0.1%	1.0%	1.1	3.0%	+	1.5*	-8.3%	-4.6%	4.2%	17.8%
CCOC(=O)C1=C(C)OC(N)=C(C#N)C1c1cncc(-c2ccc(F)cc2)c1 (stereo not drawn)	-2.0%	7.0%	1	26.7%	i	0.5	1.4%	-1.2%	1.0%	-5.6%
CC1(C)CC(n2c(NCCO)nc3c(c2=O)C2(CCCC2)Cc2ccccc2-3)CCO1 (stereo not drawn)	0.9%	-2.9%	1.1	7.4%	i	1.6	-6.3%	-2.6%	5.6%	11.6%
Cn1c(Br)nc2c1c(=O)n(CC(O)COc1ccccc1)c(=O)n2C (stereo not drawn)	0.5%	-10.8%	1.1	-2.6%	i	0.7	-0.9%	-0.6%	0.5%	0.2%

# Looked up one by one from the entries so far:
compound	ER stress rescue	P. falciparum M17LAP	TNAP activators	PMI inhibition	Myeloid diff 2	Myeloid diff 2 GFP+ MAC1+ %	LYP phosphatase	XIAP displacement	P. falciparum M1AAP	human PMI inhibition
CC(=O)Nc1ccc(S(=O)(=O)NCCSCc2cccc(Cl)c2)cc1	0.1%	1.0%	1.1	3.0%	+	1.5*	-8.3%	-4.6%	4.2%	17.8%
O=C(Cc1ccccc1)Nc1ccc(NC(=O)C2CCCCC2)nc1	0.5%	14.3%	1.1	/	i	0.1	-3.7%	-0.3%	-3.0%	/
Nc1cc2c(cc1[N+](=O)[O-])OCCOCCOCCO2	-1.2%	28.2%	1	19.7%	i	0.4	-9.9%	3.1%	5.1%	14.2%
